Kir21 inh: blocks the mouse Kir2.1 inward-rectifier potassium channel. HEK293-Kir2.1, FluxOR thallium flux fluorescence; hits give low values. B-score at 10 µM. 0.85% of 310,000 active;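 active = fluorescence ratio B-score at or below minus 3 SD of library scores, with starting-brightness B-score within 2 SD, cut at about -4.2 in these data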;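 also: channel flux triggered by added potassium and thallium sulfate stimulus; B-score of peak minus minimum fluorescence over baseline after thallium stimulus; more negative B-score means stronger Kir2.1 block with less thallium influx; some compounds called inactive have numbers as strong as hits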
Target sequence (P35561 whole entry, looked up): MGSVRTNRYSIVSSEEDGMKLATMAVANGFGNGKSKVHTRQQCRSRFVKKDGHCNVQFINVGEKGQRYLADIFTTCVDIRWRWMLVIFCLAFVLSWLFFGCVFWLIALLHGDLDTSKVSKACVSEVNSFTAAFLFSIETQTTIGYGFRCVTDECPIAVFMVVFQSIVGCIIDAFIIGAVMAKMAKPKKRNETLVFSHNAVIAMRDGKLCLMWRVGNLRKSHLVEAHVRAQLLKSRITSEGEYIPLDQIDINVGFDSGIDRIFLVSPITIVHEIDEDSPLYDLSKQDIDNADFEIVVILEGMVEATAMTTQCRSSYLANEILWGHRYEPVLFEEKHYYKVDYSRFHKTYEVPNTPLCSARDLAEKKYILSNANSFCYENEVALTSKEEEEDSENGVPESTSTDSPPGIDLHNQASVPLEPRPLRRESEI
KCNQ2 inh: KCNQ2 channel blockers in CHO-K1 cells – cell-based, FluxOR thallium flux, B-score, primary screen (AID 2156) | 20 min; hits give low values | B-score at 10 µM | 1.1% of 310,000 active;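 active = fluorescence ratio B-score at most minus 3 library SDs, with starting brightness B-score within 2 library SDs, cut at about -5.5 in these data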
* = called active by the depositor; i = inactive.

item	Molecule	Kir21 inh	KCNQ2 inh
1	COc1ccc(-n2c(N)c(C(=O)NCc3ccco3)c3nc4ccccc4nc32)cc1OC	-1	i
2	COc1cc(C(=O)NCc2nnc(SCC(=O)N3CCCc4ccccc43)o2)cc(OC)c1OC	0.4	i
3	O=C1CC2(CCCCCC2)Oc2ccc(Cl)cc21	2.2	i
4	Cc1cc2cc3c(cc2nc1SCC(=O)O)OCCO3	1.7	i
5	N#Cc1ccc(NC(=O)c2nc(-c3ccccc3)n(-c3ccccc3)n2)cc1	-0.81	i
6	COc1cc(CC(=O)Nc2ccc3nc(C)sc3c2)cc(OC)c1OC	0.7	i
7	CCN1CCN(c2oc(/C=C/c3ccccc3)nc2C#N)CC1	-0.53	i
8	Cc1ccc(C(C(=O)NC2CCCC2)N(C(=O)c2csnn2)C2CCCC2)o1 (stereo unspecified)	-0.23	i
9	CN(CC(=O)Nc1ccc(Cl)cc1)CC(=O)Nc1cccc(Br)c1	-2.1	i
10	CC(Oc1ccc(Cl)cc1)C(=O)OCC(=O)Nc1ncc(Cl)cc1Cl (stereo unspecified)	-0.34	i
11	CCOC(=O)COc1cccc2c(=O)n(CC(=O)N3CCC(C)CC3)ccc12	0.75	i
12	CCCCNC(=O)c1nnn(-c2ccccc2)c1N	-1.5	i
13	Cc1cc(C)nc(N2CCC(C(=O)Nc3cccc(C(F)(F)F)c3)CC2)n1	-0.49	i
14	Cc1ccc(NC(=O)c2cc(-c3ccccc3O)n[nH]2)cc1Cl	2.7	i
15	Cc1cc(C)c2nc(-c3ccccn3)cc(C(=O)n3cccn3)c2c1	1.7	i
16	CSc1ccccc1OCc1cc(C(=O)NCCC2CCCCO2)no1 (stereo unspecified)	0	i
17	CCC(CC)C(=O)c1c[nH]c(C(=O)N2CCN(c3ccccc3F)CC2)c1	-0.04	i
18	COc1ccc(C(=O)C2CCCN(C(=O)c3n[nH]c4c3CCCC4)C2)cc1OC (stereo unspecified)	-0.69	i
19	N#CC1(NC(=O)CSc2ccccn2)CCCCC1	0.01	i
20	O=C(CNc1cccc([N+](=O)[O-])c1)N/N=C/c1ccc(F)cc1	-1.6	i
21	CC(=O)c1sc2nc(-c3cccs3)ccc2c1N	-1	i
22	CCN(c1ccccc1C(=O)O)S(=O)(=O)c1cccc2nsnc12	-0.92	i
23	CCOC(=O)c1noc(C)c1C(=O)Nc1nccs1	1.1	i
24	COc1ccc(CCNC(=O)C(=O)Nc2nccs2)cc1OC	-0.09	i
25	CCOC(=O)C1=C(C)NC(C)=C(C(=O)OCC)C1C(=O)OCC(=O)N(C)C1CCS(=O)(=O)C1 (stereo unspecified)	1.6	i
26	O=C(CC1S/C(=N/N=C/C=C/c2ccccc2)NC1=O)Nc1ccc(C(=O)O)cc1 (stereo unspecified)	-1.6	i
27	CC1(C)CC(=O)C=C(NCc2ccc(C(=O)O)cc2)C1	1.8	i
28	O=C(CSc1nccc2ccccc12)N1CCN(c2ccccn2)CC1	-4.4	i
29	CC(C)n1c(C(O)c2ccccc2)nc2ccccc21 (stereo unspecified)	-3.7	i
30	Cc1ccc(-c2noc(CN3C(C)CCCC3C)n2)cc1 (stereo unspecified)	0.34	i
31	N=c1c2c(-c3ccccc3)c(-c3ccccc3)n(Cc3ccco3)c2ncn1CCO	-9.9*	-7*
32	O=c1[nH]c(CN2CCN(c3ccccc3O)CC2)nc2scc(-c3ccccc3Cl)c12	-0.06	i
33	COc1ccc(-c2nc(CS(=O)CC(=O)NC3CCCCC3)c(C)o2)cc1OC (stereo unspecified)	0.63	i
34	COc1ccc(-c2ccc(S(=O)(=O)N3CCOCC3)cc2)cc1	0.13	i
35	COC(=O)N[C@H](CC(C)=O)c1cccc(C(F)(F)F)c1	-0.44	i
36	Cc1ccc(S(=O)(=O)NCCN2CCNC2=O)cc1	-0.38	i
37	CCN1CCN(c2cc3c(nn2)Oc2ccccc2N3C)CC1	-0.68	i
38	COc1ccccc1NC(=O)c1c(N=Cc2ccccc2O)cnn1C	0.34	i
39	CSc1nc(NCc2ccco2)c2sc3nc(C(C)C)c4c(c3c2n1)CC(C)(C)OC4	0.39	i
40	COc1ccc(C(=O)/C=C2\NCC3c4ccccc4CCN3C2=O)cc1 (stereo unspecified)	0.04	i
41	O=C1CSC(=S)N1c1cccc(Br)c1	-0.56	i
42	CC1(C)Oc2ccc3ccc(=O)oc3c2/C(=N/O)C1=O	-3.8	i
43	CCOc1ccccc1CN1CCNC(=O)C1CC(=O)NCCN1CCOC1=O (stereo unspecified)	0.82	i
44	COc1ccc(CCNC(=O)C(C)Sc2ccc(C)cc2)cc1OC (stereo unspecified)	-4	i
45	COC(=O)NNC(=O)/C=C/c1ccccc1	-1.4	i
46	COCCC1CCCCN1C(=O)c1ccc(OC)c(OC2CCN(C(C)=O)CC2)c1 (stereo unspecified)	1	i
47	Cc1nn(-c2ccccc2)c(NC(=O)C(C)C)c(-c2ccccc2)c1=O	-0.93	i
48	Cn1nc(-c2ccccc2)cc1NS(=O)(=O)c1ccccc1	0.42	i
49	CC(=O)N1CCOc2ccc(S(=O)(=O)N3CCN(c4cccc(C(F)(F)F)c4)CC3)cc21	-1.2	i
50	O=C(CCN1C(=O)/C(=C/c2ccccc2F)SC1=S)N[C@@H](CO)Cc1ccccc1	-2	i
51	Cc1nn(-c2ccccc2)c2c1C(c1ccncc1)C(C#N)=C(N)O2 (stereo unspecified)	1.6	i
52	COc1cc2c(cc1OC)-c1n[nH]c(=S)n1C(C)(C)C2	0.15	i
53	CN(C)c1nc(SCCOC(=O)c2ccccc2)nc(N(C)C)n1	-0.87	i
54	O=C(CC1(O)C(=O)Nc2ccccc21)c1cccc(Br)c1 (stereo unspecified)	0	i
55	O=C(/C=C/c1ccco1)NC(=S)NNC(=O)c1ccco1	1.5	i
56	O=C(O)CCc1nnc(SCC(=O)Nc2ccc(Br)cc2)[nH]c1=O	-0.31	i
57	CC(C)OP(=O)(OC(C)C)/C(C=O)=N\Nc1ccc([N+](=O)[O-])cc1	0.31	i
58	Cc1ccc(NC(=O)Cc2noc3ccccc23)c(C)c1	-1.5	i
59	Cn1nnc(C(O)CN2CCOCC2)n1 (stereo unspecified)	-0.32	i
60	C=CCNC(=O)c1cnc2n(c1=O)CCS2	-0.73	i

Other records.
item	Molecule	Kir21 inh	KCNQ2 inh
61	CCN1C(=O)C2C(C1=O)N1C(c3cccs3)C3C(=O)N(CC)C(=O)C3N1C2c1cccs1 (stereo unspecified)	-2.9	i
62	COc1ccc(O)c(/C=N/NC(=O)CCC(=O)Nc2ccc(C)cc2)c1	-0.3	i
63	CCCC(c1nnnn1CCOC)N1CCN(C(=O)c2ccco2)CC1 (stereo unspecified)	1.4	i
64	CS(=O)(=O)Nc1ccccc1C(=O)NCCSCc1ccccc1	-1	i
65	Cc1ccc(-c2cn3cccc(C)c3n2)cc1	-1.2	i
66	CCn1cc(C(=O)OCC(=O)Nc2cccc(Cl)c2Cl)c(=O)c2ccc(C)nc21	0.94	i
67	OC(CNCc1ccccc1)(c1ccc(F)cc1)c1ccc(F)cc1	-7.3*	i
68	Cc1cccc(-n2ncc3c(NC4CCCCC4)ncnc32)c1	-0.19	i
69	CC(C)n1c(O)c(N=NC(=O)CNC(=O)CCc2ccccc2)c2ccccc21	-0.45	i
70	CCOC(=O)C1CCN(C(=O)Cn2ncc3c([nH]c4ccccc43)c2=O)CC1	-0.46	i
71	COc1ccc(NC(=O)CSc2nc3cccnc3n2C)cc1	-1.3	i
72	Cc1sc2c(c1C)c(=O)nc1scc(CC(=O)O)n12	0.17	i
73	O=C(NCC(=O)N(c1ccc(F)cc1)C(C(=O)NC1CCCCC1)c1cccnc1)c1ccco1 (stereo unspecified)	-1.3	i
74	COc1cc2nc(C3CCC3)n(NC(=O)C3CCC3)c(=O)c2cc1OC	0.18	i
75	CC1(C)CC(=NO)CC(C)(C)N1	-1.4	i
76	CN(C)S(=O)(=O)N1CCC(Oc2cccc(C(=O)N3CCSCC3)c2)CC1	-0.15	i
77	CC/C(Cc1ccccc1)=N\NC(=O)c1cc([N+](=O)[O-])cc([N+](=O)[O-])c1	0	i
78	Cc1ccc(/C(N)=N/OC(=O)Oc2ccccc2)cc1	0.65	i
79	COc1cccc(/C(=N/O)C2CC2c2ccc(Cl)cc2)c1 (stereo unspecified)	-0.01	i
80	FC(F)(F)c1ccc(Nc2nnnc3ccccc23)cc1	0.01	i
81	COc1ccccc1-c1cn[nH]c1-c1ccc(O)cc1O	0.59	i
82	CC(=O)Oc1ccc(C(=O)Nc2ccc(C3(C#N)CCCC3)cc2)cc1	-0.94	i
83	CN(C)c1ccc(/C=N/NC(=O)c2ccc(CN3C(=O)c4cccc5cccc3c45)cc2)cc1	-0.12	i
84	Cn1c(SCC(=O)N2CCCc3ccccc32)nnc1-c1cccs1	0.76	i
85	COC(=O)Cn1nc(-c2ccccc2)c2ccccc21	-0.03	i
86	Brc1ccc(-c2nnc(-c3cccnc3)o2)cc1	-0.13	i
87	CCCC(=O)N(Cc1cc(=O)[nH]c2ccccc12)c1ccc(OC)cc1	-0.64	i
88	Cc1cccc2c(=O)oc(-c3ccccc3Cl)nc12	0.62	i
89	CCCc1cc(C(=O)NNC(=S)Nc2cccc(C)c2)cs1	-0.25	i
90	COc1ccc(C(=O)NCCS(=O)(=O)N2CCN(Cc3ccccc3)CC2)cc1	-2.6	i
91	C/C(=N/NS(=O)(=O)c1ccc(C)cc1)c1ccc(NC(=O)C(F)(F)F)cc1	-0.4	i
92	Cc1ccc(NC(=O)CCCC(=O)O)c(-c2nc3ccccc3[nH]c2=O)c1	0.13	i
93	CC(C)C(=O)N=c1sc2cccc(F)c2n1C	0.59	i
94	COc1ccc(S(=O)(=O)n2cnc3cc(C)c(C)cc32)cc1C	-0.93	i
95	COc1ccc(Cl)cc1C(=O)N1CCC2(CC1)CC(=O)c1ccccc1O2	2.4	i
96	CCOc1cc(C(=O)N/N=C/c2ccoc2)cc(OCC)c1OCC	1.1	i
97	Cc1ccc(C)c(NC(=O)CSc2nc3[nH]ncc3c(=O)[nH]2)c1	-0.54	i
98	CCCOC(=O)c1ccc(OCC(O)CN2C(=O)NC(C)(C)C2=O)cc1 (stereo unspecified)	-0.33	i
99	Cn1c(=O)oc2cc(S(=O)(=O)Nc3ccc4c(c3)OCO4)ccc21	-1.3	i
100	CCOC(=O)c1sc2nc(N3CCOCC3)c3c(c2c1N)CCCC3	0.48	i
101	CCOC(=O)C1(CCOC)CCN(Cc2cc3ccccc3s2)CC1	-1.5	i
102	CCCC(=O)Nc1sc(-c2ccccc2)c(-c2ccccc2)c1C(=O)O	-2.1	i
103	COc1ccc(N(C)S(=O)(=O)c2cccc(C(=O)NC3=NCCS3)c2)cc1	-1.6	i
104	CCc1cc2c(Nc3ccccc3O)nc(C)nc2s1	2.1	i
105	Cc1cc([N+](=O)[O-])cc(C)c1OCC(=O)N/N=C/c1ccc(OC(=O)c2ccccc2Br)cc1	0.2	i
106	CC(C)CC(=O)O/N=C1\C(=O)N(c2ccccc2)c2ccccc21	0.9	i
107	COc1cc(C(=O)O[C@H]2CC(C)=CC[C@@]3(C)CC[C@@](O)(C(C)C)[C@H]23)ccc1O	0.81	i
108	COCCNC(=O)C(c1cccs1)N(Cc1ccccc1)C(=O)Cn1nnc2ccccc21 (stereo unspecified)	-0.93	i
109	CCCOC(=O)c1c(N)sc(C(=O)OCC)c1C	-0.54	i
110	COC(=O)c1ccccc1NC(=O)Cn1cnc2ccc(S(=O)(=O)N3CCC(C)CC3)cc2c1=O	1.4	i
111	CCOC(=O)COc1ccccc1/C=C\[N+](=O)[O-]	-3.1	i
112	CCN(CC)c1ccc(C2C(C(=O)Nc3ccccn3)=C(C)NC3=C2C(=O)CC(C)(C)C3)cc1 (stereo unspecified)	-0.05	i
113	CCOc1ccc(C(C)=O)cc1NC(=O)/C=C\C(=O)O	-2.8	i
114	CCSc1nnc(NC(=O)CC)s1	0.93	i
115	CS(=O)(=O)NCc1nnc(SCC(=O)NC2CCCCC2)n1-c1ccc(F)cc1	-0.22	i
116	Nc1nc2c(s1)C(=O)CCC2	2	i
117	CCOc1cc(C2C3=C(CCCC3=O)N(CCC(=O)O)C3=C2C(=O)CCC3)ccc1OS(=O)(=O)c1ccc(C)cc1	-0.02	i
118	COc1cc(Cn2nnc3ccccc32)cc(Br)c1O	1.3	i
119	Cc1ccc(/C=N/NC(=O)C[n+]2ccccc2)s1	0.38	i
120	Cc1nnc(SCC(=O)N2CC(=O)Nc3ccccc32)n1C	1.1	i

(listing goes on)
item	Molecule	Kir21 inh	KCNQ2 inh
121	CC1(C)C(=O)OC(c2cccs2)C(C)(C)C1=O (stereo unspecified)	1.2	i
122	CN(Cc1ccc(F)cc1)C(=O)c1ccc(NC(=O)CC2SC(N3CCCC3)=NC2=O)cc1 (stereo unspecified)	-1.6	i
123	COC(=O)c1c(NC(=O)CCCC(=O)O)sc2c1CCCCC2	1.9	i
124	OC[C@@H]1CCCN1Cc1nc(-c2cccs2)no1	-0.31	i

Compounds listed so far that have bromine:
item	Molecule	Kir21 inh	KCNQ2 inh
9	CN(CC(=O)Nc1ccc(Cl)cc1)CC(=O)Nc1cccc(Br)c1	-2.1	i
41	O=C1CSC(=S)N1c1cccc(Br)c1	-0.56	i
54	O=C(CC1(O)C(=O)Nc2ccccc21)c1cccc(Br)c1 (stereo unspecified)	0	i
56	O=C(O)CCc1nnc(SCC(=O)Nc2ccc(Br)cc2)[nH]c1=O	-0.31	i
86	Brc1ccc(-c2nnc(-c3cccnc3)o2)cc1	-0.13	i
105	Cc1cc([N+](=O)[O-])cc(C)c1OCC(=O)N/N=C/c1ccc(OC(=O)c2ccccc2Br)cc1	0.2	i
118	COc1cc(Cn2nnc3ccccc32)cc(Br)c1O	1.3	i

High-throughput results as filed in PubChem.

Rows were taken by chance; overall some 1.8% were active at least once.
